Screens deposited in PubChem by several laboratories.
NSD2 inh – blocks human histone methyltransferase NSD2 | NSD2 peptide methylation, AlphaScreen, 120 min | hit rate 0.54% among 310,000 | inhibition, % at 12.5 µM; in the data active = inhibition above about 50%
SR-BI DiI-HDL act – activators of SR-BI mediated HDL lipid uptake; CHO ldlA[mSR-BI] cells, DiI-HDL uptake fluorescence, 3 h; 100 = double the neutral-control signal; activation, % at 12.5 µM; hit rate 0.096% among 320,000; AID 504775;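 active = mean replicate activation of at least 60% and every replicate at or above 60%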;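 note: 0% = median plate neutral-control signal and 100% = twice that signal; values of inactives mirror those of a sister screen read the other way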
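system = CHO ldlA[mSR-BI] cells, LDL receptor-null, SR-BI overexpressing | medium = Ham's F12 with 0.5% BSA, HEPES 25 mM, pH 7.4 | probe or stimulus = DiI-HDL 10 µg/mL | compound dosing = single-point compound dose | incubation = compound exposure 3 h, 37 °C | technique = DiI fluorescence, bottom read | read-out = cell-associated DiI fluorescence as measure of HDL uptake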
CDK5 inh – inhibitors of human CDK5/p35 kinase; Recombinant CDK5/p35, ADP-Glo luminescence, 60 min; inhibition, % at 10 µM; hit rate 0.01% among 330,000; Q00535+Q15078;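 active = highest replicate inhibition of at least 50% and at least 75% of replicates reaching 50%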;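 note: plate controls were DMSO neutral control for no effect and GW8510 at 10 µM for full effect; many of its hits are not listed in these tables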
PKA-R1A activ – activates the PKA-R1A holoenzyme complex. P00514+P68181. PKA-R1A dissociation, Cy5-IP20 fluorescence polarization; scaled: DMSO 0%, 113 µM cGMP 100%. activation, % at 11.4 µM. hit rate 0.083% among 340,000. AID 504707;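 active = percent activation above the mean of all tested compounds plus 3 SD, cut at about 19% in these data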;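 note: higher means more PKAc released from R1A so a rise in polarization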
dFosB activator – activators of mouse delta FosB homodimer. P13346. activation, % at 25 µM. purified delta FosB, TAMRA-CDK5 oligo fluorescence polarization; percent of positive-control signal above neutral wells. AID 493131. hit rate 0.99% among 340,000;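 active = mean activation above about 17%, with every replicate also reaching it, limit read from the data, passing the limit was not always enough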;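 note: fluorescence polarization rise as delta FosB binds a TAMRA Cdk5 AP-1 oligo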
Target sequence (P13346 whole entry, looked up): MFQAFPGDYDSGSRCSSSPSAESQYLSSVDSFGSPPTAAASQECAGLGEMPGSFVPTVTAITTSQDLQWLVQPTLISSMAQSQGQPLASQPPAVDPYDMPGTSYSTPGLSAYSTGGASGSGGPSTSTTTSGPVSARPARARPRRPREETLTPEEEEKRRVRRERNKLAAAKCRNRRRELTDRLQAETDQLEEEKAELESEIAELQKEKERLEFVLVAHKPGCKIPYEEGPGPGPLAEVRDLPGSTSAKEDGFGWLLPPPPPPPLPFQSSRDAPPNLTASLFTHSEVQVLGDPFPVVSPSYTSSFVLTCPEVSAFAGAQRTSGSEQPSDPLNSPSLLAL
PKA-R2B act – PKA-R2B complex activation; P22694+P31323; PKA-R2B holoenzyme dissociation, Cy5-IP20 fluorescence polarization; R2B truncated from residue 108, S112A mutant; 0% DMSO only, 100% 113 µM cGMP; activation, % at 11.4 µM; hit rate 0.079% among 340,000; AID 504700;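 active = activation above a cutoff set at the mean over all compounds plus 3 SD, cut at about 18% in these data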;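 note: higher means more holoenzyme dissociation and a rise in polarization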
Target sequence (P31323 whole entry, looked up, other chains not shown, the tested form may be a part): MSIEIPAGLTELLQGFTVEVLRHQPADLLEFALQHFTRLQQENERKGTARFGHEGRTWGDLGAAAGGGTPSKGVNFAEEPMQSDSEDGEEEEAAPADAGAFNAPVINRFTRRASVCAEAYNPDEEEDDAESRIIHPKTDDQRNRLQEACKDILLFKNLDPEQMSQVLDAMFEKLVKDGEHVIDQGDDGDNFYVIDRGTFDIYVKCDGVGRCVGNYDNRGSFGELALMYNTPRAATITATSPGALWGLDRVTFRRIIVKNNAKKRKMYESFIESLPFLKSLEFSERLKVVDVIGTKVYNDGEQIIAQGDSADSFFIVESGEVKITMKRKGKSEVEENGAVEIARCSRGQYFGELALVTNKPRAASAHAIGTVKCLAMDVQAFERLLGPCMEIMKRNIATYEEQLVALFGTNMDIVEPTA
MITF TRPM1 HTS – MITF TRPM1 promoter activation in melanoma cells | hit rate 0.75% among 300,000 | SK-MEL-5 TRPM1-promoter luciferase, 24 h; % of positive control, neutral wells = 0 | activation, % at 12.5 µM | AID 588334;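 active = mean activation of at least 80% with every replicate also reaching 80%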;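 note: 0% = neutral control wells and 100% = parthenolide positive control wells; values of inactives mirror those of a sister screen read the other way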
SUMO Mot1 rescue – inhibitors of SUMOylation pathway: yeast Mot1-301 growth rescue; AID 2716; hit rate 1% among 320,000; S. cerevisiae Mot1-301 growth rescue, ATP luminescence, 38.5C; percent above DMSO median, 100 means doubled; growth rescue, % at 18.8 µM;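 active = every valid replicate shows activation above 250% relative to neutral control wells; inactive = the rest, any valid replicate at or below 250%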;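 note: OY570 slx delta 5 strain wells were the positive control but not used for scaling; some compounds called inactive have numbers as strong as hits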
SR-BI DiI inh – mouse SR-BI HDL lipid transfer inhibition; inhibition, % at 12.5 µM; hit rate 0.96% among 320,000; AID 488896; ldlA[mSR-BI] CHO cells, DiI-HDL uptake fluorescence, 3 h;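 active = mean replicate inhibition of at least 70% and a set share of replicates each scoring 70 or more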;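 note: 0% = median of neutral control wells and 100% = median of positive control wells; values of inactives mirror those of a sister screen read the other way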
DSG3 Ab inh – blocks pemphigus antibody binding to human desmoglein-3; binding (percent of control), % at 10 µM; P32926; hit rate 0.48% among 310,000; DSG3-coupled beads, scFv-anti-DSG3-GFP binding, flow cytometry; stronger effect = lower value;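 active = binding more than 3 SD below its plate's average and above zero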; note: some compounds called inactive have numbers as strong as hits
Arr AP2 block – inhibitors of human beta-arrestin and AP2 interaction; FITC-arrestin peptide / GST-AP2 beads, flow cytometry; AP2 beta2 appendage carries R879A mutation; inhibition, % at 10 µM; hit rate 0.31% among 340,000;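 active = inhibition above a set limit, near 3 SD of compounds lacking own fluorescence, cut at about 54% in these data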;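 note: plate controls were DMSO wells for no effect and 5 µM unlabelled arrestin peptide for full effect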
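System: GST-AP2 R879A glutathione beads. Medium: PBS with 0.05% Tween 20 and 0.1% BSA. Also added: FITC-arrestin peptide, 50 nM. Incubation: 12 min plus 1 h, RT. Measured by: high-throughput flow cytometry of beads, ex 488, em 535 nm. Evaluation: percent drop in bead-associated FITC signal.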
Starred values were filed as active, the others as inactive; nt = no result given.

SMILES	NSD2 inh	SR-BI DiI-HDL act	CDK5 inh	PKA-R1A activ	dFosB activator	PKA-R2B act	MITF TRPM1 HTS	SUMO Mot1 rescue	SR-BI DiI inh	DSG3 Ab inh	Arr AP2 block
CC(=O)c1c(C)[nH]c(C(=O)Nc2ccc(F)c(F)c2F)c1C	-8	nt	0.5	-10	-7	-13	9	32	nt	nt	11
c1ccc2nc3c(nc2c1)CCCC3	3	6	0.5	-2	0	-1	12	-3	-6	93	-7
CCOC(=O)C1CCN(C(=O)COc2ccc(S(=O)(=O)N3CCCC3)cc2C)CC1	-9	-13	0.2	-9	-3	-9	8	313	13	97	5
Cc1cc(SCC(=O)c2ccc(O)c(O)c2)n2nc(C)c(-c3ccccc3)c2n1	11	-45	2.1	-8	4	-1	-28	-5	45	105	6
COc1ccc2nc(N3CCC(O)CC3)c(C#N)cc2c1	37	-8	0.7	-8	8	8	43	-3	8	98	2
COc1ccccc1N1CCN(C(=O)CN2C(=O)C3CCCCC3C2=O)CC1 (configuration not stated)	-2	22	0.1	-13	-6	-8	4	-1	-22	99	11
O=S(Cc1ccc(Br)cc1)Cc1nnc(SCc2c(F)cccc2Cl)n1-c1ccccc1 (configuration not stated)	0	4	-1.1	4	2	-6	-13	-13	-4	nt	7
COc1ccccc1CN(C)C(=O)CSCC(=O)Nc1ccccc1F	-3	3	-0.8	-7	4	-6	4	-10	-3	nt	-9
Cc1ccc(OCCCCN2CCC(C)CC2)cc1	6	29	-0.2	1	0	-2	-12	70	-29	110	-5
O=C1c2ccccc2C(=O)N1CC(=O)N1c2ccccc2CCc2ccccc21	0	-36	0.5	-11	2	3	-2	2	36	nt	3
COc1ccc(-c2nc3scc(-c4ccc(OC)c(OC)c4)c3c(=O)o2)cc1	nt	-65	-0.7	-1	3	-2	-10	24	65	94	-9
O=C(NCc1ccc(Cl)cc1)C(=O)NCC1OCCN1C(=O)c1cccs1 (configuration not stated)	0	-1	-1.2	-3	5	-9	8	4	1	nt	0
Cc1cc(=O)[nH]c(Nc2cccc(F)c2)n1	-5	3	-0.1	-1	-2	1	nt	1	-3	119	7
Cc1ccc(/C=c2\sc3nc(-c4cccnc4)nn3c2=O)cc1	1	9	-0.7	3	-9	6	nt	30	-9	100	-3
CCOc1ccc(Nc2cc3n(c(=O)n2)CCc2cc(OC)c(OC)cc2-3)cc1	-2	-20	0.5	-6	-38	-4	37	3	20	100	0
CCCc1cc(=O)[nH]c(SCc2ccc(Cl)cc2)n1	0	20	-0.9	5	-6	-3	nt	6	-20	nt	4
CC(=O)Nc1cccc(OCC(=O)Nc2ccccc2)c1	nt	6	0.2	-5	-1	-14	nt	7	-6	100	16
CCCn1c2ccc(C)cc2c2nnc(SCCN3CCCCC3)nc21	1	-27	-0.2	-8	-27	-11	-10	nt	27	113	1
O=C(CCN1C(=O)c2ccccc2S1(=O)=O)Nc1ccc2c(c1)OCCO2	3	-2	0.1	11	-8	12	-1	28	2	79	11
CN(C)c1ccc(/C=N/n2c(-c3cccnc3)n[nH]c2=S)cc1	0	38	0.8	2	7	-2	9	8	-38	127	-26
NC(=O)c1nsc(C(=O)N(CCCN2CCOCC2)C(C(=O)NC2CCCCC2)c2ccc(Cl)cc2)c1N (configuration not stated)	11	25	2.8	-1	-10	4	-5	-9	-25	105	22
CCN(c1ccccc1)S(=O)(=O)c1ccc(C(=O)N2CCN(c3ccccc3)CC2)cc1	nt	-29	-0.1	-3	-8	-3	-5	-1	29	88	-4
O=C(CCC(=O)N1CCN(c2cccc(Cl)c2)CC1)N1CCN(c2ccccc2)CC1	4	-5	-3.5	1	-5	3	nt	4	5	106	-5
C/C(=N\NC(=S)NC1CCCCC1)c1cccc(Br)c1	1	-9	-11	-7	-5	-12	23	-8	9	112	-2
OC1C2CCC(C2)C1CN1CCOCC1 (configuration not stated)	-2	10	-0.4	-3	1	-11	-7	nt	-10	111	-3
NC(=O)N1CC(O)CC1C(=O)Nc1ccc(Cl)c(Cl)c1 (configuration not stated)	-1	4	-2.4	0	-9	4	-10	5	-4	nt	-43
Cc1ccc(C(=O)Oc2cc(C)n(C)c(=O)c2)cc1	1	13	2.4	-12	-5	-1	-11	80	-13	100	-9
C/C(=N\Nc1nc(C)cc(=O)[nH]1)C1CC1	-2	7	-1.6	8	-8	-2	7	30	-7	83	7
COC(=O)c1cc(OC)c(OC)cc1NC(=O)Cc1ccccc1[N+](=O)[O-]	2	-10	-0.2	8	-9	4	-12	11	10	101	13
CCCCS(=O)(=O)N1CCCC(C(=O)Oc2ccccc2)C1 (configuration not stated)	-3	6	1.1	1	-1	1	nt	6	-6	133	-14
CN(C)/C=N/c1sc2c(c1C#N)CCCCC2	16	-14	-0.1	-5	-1	-19	72	4	14	87	7
COc1ccc(-c2c(-c3cc(OC)cc(OC)c3)n(C)c3ccc(-c4cnc(N)nc4)cc23)cc1	nt	-8	2.5	5	9	3	21	-2	8	97	1
COc1ccccc1CN1C[C@@H]2C[C@@H](c3ccccc3OC)N3CCC[C@@]23C1=O	-1	1	0.2	-13	-3	-2	-10	3	-1	121	-2
CCSc1nncn1/N=C/c1ccc(OC)c(OC)c1	-1	31	-0.4	-24	-24	-2	nt	-8	-31	nt	2
c1ccc(CCc2nc(-c3ccccc3)no2)cc1	-2	10	0.9	-4	8	-7	71	-5	-10	100	8
CC(C)C(c1nnnn1CC1CCCO1)N1CCN(C2CCCC2)CC1 (configuration not stated)	0	16	-7.1	-8	5	-12	5	5	-16	111	12
O=C(C1CC1)N1CCN(c2ccc([N+](=O)[O-])cc2-n2cccc2)CC1	9	-44	-0.5	-5	-6	1	nt	368	44	nt	1
CC(=O)c1ccc(Nc2cc(C)nc3nc(C)nn23)cc1	nt	7	2.8	-5	-4	1	-4	-3	-7	106	1
COc1ccc2oc(=O)c(-c3nc(C)cs3)cc2c1	-5	1	0.9	-8	-28	-9	55	-4	21	92	13
CCc1cccc(CC)c1NC(=S)N(CCN(C)C)C(C)c1cccnc1 (configuration not stated)	9	18	0.5	2	-3	-3	6	nt	-18	111	17
CCN(CC)S(=O)(=O)c1ccc(OC)c(NC(=O)c2cc(C)on2)c1	2	-7	1.3	-12	-3	-1	-2	11	7	114	-6
CCN(CC(=O)NC1CCS(=O)(=O)C1)S(=O)(=O)c1ccc2ccccc2c1 (configuration not stated)	2	20	-0.2	-8	-5	3	10	109	-20	101	49
CCOC(=O)N1CCN(S(=O)(=O)c2cc3c(cc2C)NC(=O)CO3)CC1	-1	4	-1.2	-25	3	6	nt	10	-4	109	0
COc1ccccc1C1CCCN1Cc1nc(-c2cc3c(cc2Cl)OCO3)oc1C (configuration not stated)	-3	-15	1.0	7	-7	-3	-15	-5	15	102	-1
Cc1cccc(N(CC(=O)NC(C)C)C(=O)CCC(=O)Nc2ccccn2)c1	-1	15	1.2	-5	3	1	nt	-13	-15	110	-13
CCOc1ccc(-c2nnc(SCc3nc4ccccc4[nH]3)n2N)cc1	72*	-6	-1.3	7	-7	12	-1	215	6	101	6
COc1ccc(OC)c(Nc2nc(N)nc(CSc3nnc(N)s3)n2)c1	0	2	0.5	7	0	2	13	-5	-2	97	-3
CCOC(=O)c1ccc(N2C(=O)C3CC=C(C)CC3C2=O)cc1 (configuration not stated)	1	1	-0.9	-15	1	-12	-3	-2	-1	107	14
Cc1cc(C(=O)NC2Cc3ccccc3C2)c(C)o1	-1	13	0.3	-1	1	11	nt	5	-13	nt	0
Cc1ccc2nc(NNC(=O)c3ccc4c(c3)OCCO4)sc2c1	nt	23	-0.4	-3	-9	-13	nt	35	-23	96	0
COC(=O)N/N=C/c1cc(N=Nc2ccccc2)ccc1O	14	-15	-0.6	-21	4	-3	1	269	15	106	31
CC1(C)C(=O)Nc2ccccc2N1C(=O)COC(=O)C1CCCCC1	-3	nt	-0.6	6	-9	1	-2	4	nt	109	7
COc1ccc(-c2ccnc(SCC(=O)Nc3ccccn3)n2)cc1	-1	3	1.0	-1	-22	-7	13	-5	-3	102	-2
CC(=O)N1CCN(C(=O)c2cc3c(s2)CCC(C)C3)CC1 (configuration not stated)	0	1	-0.2	-9	-5	-1	49	nt	-1	97	-3
Fc1ccc(C2=NOC(c3nnc(-c4ccccc4)o3)C2)cc1 (configuration not stated)	nt	11	0.5	-10	2	13	14	-22	-11	104	-7
CC(C)=CCc1cc(-c2oc3cc(O)cc(O)c3c(=O)c2O)ccc1O	nt	-67	2.4	-5	3	-2	46	-8	67	100	28
CNC(=S)N/N=C/c1c(Cl)cccc1Cl	-1	-3	-0.2	-6	1	6	0	1	3	100	11
O=C(NCCn1cccn1)C1CCC(=O)N(CCc2cccc(F)c2)C1 (configuration not stated)	0	10	-0.3	6	4	-9	-10	163	-10	100	3
COc1ccc(C(=O)N/N=C(\CCC(=O)O)c2ccc(C(C)(C)C)cc2)cc1OC	1	4	1.5	-2	3	9	-6	3	-4	98	-13
COCCNC(=O)c1cccc(C)c1[N+](=O)[O-]	-3	7	0.7	0	0	1	-17	-6	-7	102	10
COc1cccc(CNC(=O)c2nnn(CC(=O)Nc3cc(C)ccc3C)c2N)c1	-4	23	-1.6	-4	53*	-9	-3	-2	-23	101	8
COc1cccc(-c2cc(C(=O)Nc3nc4ccccc4s3)c3ccccc3n2)c1	3	-88	-0.8	-6	4	-9	0	-9	88*	97	7
O=C(c1ccccc1)n1ccn(-c2ccccc2)c1=S	-1	-32	2.1	-8	-10	-3	7	-14	32	102	9

Rows are unselected. About 4.7% of those tested had a hit in this group.
